ZTA DNA inh: ZTA (EBV) inhibition in EBNA-1 counter-screen. hit rate 0.15% among 320,000. AID 2234. ZTA-DNA binding, fluorescence polarization. P03206. inhibition, % at 11 µM; in the data active = inhibition above about 33%
MEP2 TOR yeast: alters MEP2-GFP fluorescence in TOR pathway yeast screen; S. cerevisiae MEP2-GFP strain, flow cytometry GFP, 3 h; 100% = DMSO control level; GFP response vs DMSO, % at 10 µM; hit rate 0.51% among 330,000; AID 2016;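 active = GFP response versus DMSO above a set limit, roughly screen mean plus 3 SD, cut at about 180% in these data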;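 note: median GFP fluorescence of the barcode-gated MEP2-GFP cells per well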
procasp3 activ: activators of human procaspase-3; recombinant procaspase-3 D3A, Ac-DEVD-pNA absorbance 405 nm; hit rate 0.11% among 330,000; activation, % at 8.5 µM;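 active = activation above the mean of all tested compounds plus 3 SD, cut at about 21% in these data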;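 note: 0% = DMSO alone and 100% = DMSO wells spiked with extra 5 µM PC-3 D3A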
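assay system = Procaspase-3 D3A mutant | signal = absorbance at 405 nm, 0 and 120 min | times = 1 h preincubation plus 2 h reaction at 25 °C | repeats = single replicate | read-out = % activation between DMSO and enzyme-spiked controls | medium = Zinc-free HEPES saline buffer with Triton X-100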
RPL19A-GFP yeast: yeast TOR pathway RPL19A-GFP modulation; S. cerevisiae RPL19A-GFP strain, flow cytometry, 3 h; stronger effect = lower value; percent response vs DMSO, % at 10 µM; AID 2025; hit rate 0.3% among 330,000;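 active = percent response vs DMSO below 50%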;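 note: median channel GFP fluorescence of the barcoded RPL19A-GFP strain; ratio of sample median GFP to plate DMSO average so 100% = DMSO; lower means less RPL19A-GFP as with rapamycin TOR inhibition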
AHR activator: activators of human aryl hydrocarbon receptor. activation, % at 5 µM. AHR-responsive luciferase reporter cells, luminescence. AID 2796. P35869. hit rate 2.5% among 320,000; in the data active = activation above about 47%;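 note: 0% = vehicle wells and 100% = reference agonist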
EBNA-1 inh: blocks EBNA-1 binding to DNA. EBNA-1 DNA binding, fluorescence polarization. inhibition, % at 14.8 µM. hit rate 0.34% among 300,000. AID 1950; in the data active = inhibition above about 28%
proCasp7 act: activates human procaspase-7, counter-screen for procaspase-3 activators | P55210 | recombinant procaspase-7, Ac-DEVD-pNA absorbance 405 nm; D23A/D198A/D206A triple mutant, cannot self-cleave; scale: DMSO 0, 5 µM enzyme 100 | activation, % at 8.5 µM | hit rate 0.093% among 330,000 | AID 463210;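 active = percent activation above the screen-wide mean plus 3 SD, cut at about 25% in these data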
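Replicates: singlicate. Assay system: Procaspase-7 triple mutant (PC-7 D3A). Signal: 405 nm absorbance of p-nitroaniline. Times: 1 h preincubation, 2 h reaction. Buffer or medium: Zinc-free HEPES pH 7.4 with 300 mM NaCl, 0.01% Triton X-100. Also added: DEVD-pNA substrate. Benchmarks: DMSO wells as 0%, DMSO with 5 µM added PC-7 as 100%.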
LAP4 TOR yeast: yeast TOR pathway LAP4-GFP modulation | S. cerevisiae LAP4-GFP multiplex, flow cytometry GFP, 3 h; median GFP as percent of DMSO wells | GFP response vs DMSO, % at 10 µM | hit rate 0.34% among 320,000 | AID 2023;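 active = GFP response vs DMSO above a set limit, about the screen mean plus 3 SD, cut at about 150% in these data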
Active calls of the source: *; . = no result given; [ ] = dose if it differs, or a comment.

cpd	SMILES	procasp3 activ	RPL19A-GFP yeast	ZTA DNA inh	MEP2 TOR yeast
1	CCOc1ccc(C(C)NC(=O)Nc2ccccc2C(=O)OC)cc1 (stereo unspecified)	1	100	8	111
2	CCOC(=O)CC(NC(=O)Cn1nnc(-c2ccccc2C)n1)c1ccc(OC)cc1 (stereo unspecified)	9	98	4	93
3	CC(Sc1nc2ccccc2c(=O)n1Cc1ccco1)C(=O)c1ccccc1 (stereo unspecified)	5	95	7	94
4	Cc1ccc(S(=O)(=O)N2CCC(C(=O)NCCCN3CCCC3=O)CC2)cc1	-5	103	.	108
5	O=S(=O)(c1ccc(Cl)c(NC(=S)N/N=C/c2ccc(O)cc2)c1)N1CCOCC1	-2	104	0	105
6	O=C(Cc1ccc(S(=O)(=O)N2CCOCC2)s1)Nc1nc2c(s1)CCCC2	5	103	-32	107
7	Cc1cccc(N(C)S(=O)(=O)c2c[nH]c3ccc([N+](=O)[O-])cc23)c1	0	86	-1	83
8	C=CCN1C(=O)C(C)(C)N(C(=O)c2cccc([N+](=O)[O-])c2)c2ccccc21	8	108	-15	107
9	O=C(Nc1ccccc1)N1CCn2c1nc1ccccc12	-7	105	10	112
10	CSc1ccccc1NC(=O)CN(C)C(=O)c1ccc(NC(=O)c2cccs2)cc1	-8	99	15	102

cpd	LAP4 TOR yeast	EBNA-1 inh	proCasp7 act	AHR activator
1	116	11	3	2
2	91	2	-6	3
3	93	4	4	0
4	94	.	4	0
5	97	5	5	-8
6	110	-8	-21	-2
7	84	0	-8	0
8	96	-11	10	-3
9	109	-2	2	51*
10	103	.	12	0

Some of the entries so far, with values under each structure.
Results follow in this order: procasp3 activ	RPL19A-GFP yeast	ZTA DNA inh	MEP2 TOR yeast	LAP4 TOR yeast	EBNA-1 inh	proCasp7 act	AHR activator
7. Cc1cccc(N(C)S(=O)(=O)c2c[nH]c3ccc([N+](=O)[O-])cc23)c1
    0	86	-1	83	84	0	-8	0
3. CC(Sc1nc2ccccc2c(=O)n1Cc1ccco1)C(=O)c1ccccc1 (stereo unspecified)
    5	95	7	94	93	4	4	0
10. CSc1ccccc1NC(=O)CN(C)C(=O)c1ccc(NC(=O)c2cccs2)cc1
    -8	99	15	102	103	.	12	0
9. O=C(Nc1ccccc1)N1CCn2c1nc1ccccc12
    -7	105	10	112	109	-2	2	51*
1. CCOc1ccc(C(C)NC(=O)Nc2ccccc2C(=O)OC)cc1 (stereo unspecified)
    1	100	8	111	116	11	3	2

The listing continues:
cpd	SMILES	procasp3 activ	RPL19A-GFP yeast	ZTA DNA inh	MEP2 TOR yeast
11	COc1ccc(C(=O)N/C(=C\c2ccc3c(c2)OCO3)C(=O)Nc2ccc(C(=O)O)cc2)cc1	-3	114	15	109
12	COc1ccc(/C=C/C(=O)OCC(=O)NCCC2=CCCCC2)cc1OC	0	94	16	108
13	COc1ccc(NS(=O)(=O)c2cc(NC(=O)[C@H](C)NC(N)=O)ccc2N2CCCC2)cc1	6	95	.	91
14	CC(C)c1ccc(C2CC(=O)N3CN(C)CSC3=C2C#N)cc1 (stereo unspecified)	-8	98	6	100
15	Cc1ccc(CNc2nc(N)c([N+](=O)[O-])c(Nc3cccc(F)c3)n2)cc1	6	101	10	103
16	Cc1ccc([N+](=O)[O-])cc1N	-1	108	-14	101
17	CCOC(=O)Cc1csc(SCc2nc3ccccc3c(=O)[nH]2)n1	-1	102	-5	121
18	COc1cccc(-c2cc(C(=O)Nc3cc(OC)c(OC)c(OC)c3)no2)c1	-1	97	9	97
19	Cc1ccc(-c2csc(NC(=O)CSc3nc(C)cc(=O)[nH]3)n2)cc1	0	96	14	101
20	CC1(c2nnc(-c3ccc(F)cc3)o2)CC(c2cccc(Cl)c2)=NO1 (stereo unspecified)	7	102	2	91

cpd	LAP4 TOR yeast	EBNA-1 inh	proCasp7 act	AHR activator
11	109	-1	-3	-1
12	113	-2	-5	0
13	88	.	6	1
14	97	6	-19	9
15	106	16	-1	-1
16	97	2	1	11
17	112	9	3	6
18	101	1	-12	0
19	113	13	-7	5
20	116	10	10	1

Additional records.
cpd	SMILES	procasp3 activ	RPL19A-GFP yeast	ZTA DNA inh	MEP2 TOR yeast
21	CC1Sc2n(c3ccccc3[n+]2C)N=C1c1ccccc1 (stereo unspecified)	0	96	9	100
22	Cc1ccc(C(C)C)c(OCc2nc(-c3nonc3N)no2)c1	7	97	15	101
23	CC(C)CN(C(=O)COC(=O)c1ccc(Cl)c(N)c1)c1c(N)n(Cc2ccccc2)c(=O)[nH]c1=O	6	95	-6	96
24	CN(CC(=O)Nc1ccc(F)c(F)c1F)C1CCCCC1	-2	101	-2	101
25	CCOc1ccc(S(=O)(=O)N2CCCCCC2)cc1	3	98	-7	94
26	Cc1ccccc1NC(=O)c1ocnc1C	4	102	-14	107
27	O=c1[nH]c2ccccc2nc1Cc1ccccc1	2	88	-5	96
28	CCOC(=O)c1[nH]ncc1CN1CCN(Cc2ccc(C)cc2)C(CCO)C1 (stereo unspecified)	2	98	-5	101
29	C=C1CCN(c2ccc(C(=O)NCc3ccc(C)cc3)cc2[N+](=O)[O-])CC1	2	94	1	94
30	CCCCn1c(SCC(N)=O)nnc1-c1ccco1	-1	91	8	95

cpd	LAP4 TOR yeast	EBNA-1 inh	proCasp7 act	AHR activator
21	98	-12	-9	74*
22	105	-8	-15	24
23	91	6	5	2
24	103	12	4	1
25	107	1	-1	10
26	113	0	-3	3
27	90	-7	8	39
28	101	-19	-4	0
29	125	0	1	3
30	93	5	11	1

New compounds follow:
cpd	SMILES	procasp3 activ	RPL19A-GFP yeast	ZTA DNA inh	MEP2 TOR yeast
31	Cn1nc([N+](=O)[O-])nc1Oc1ccccc1F	-1	101	-11	98
32	Cc1cccnc1NC(=O)CSc1ncnc2sc(C)c(C)c12	1	101	-2	94
33	CCCc1nnc(SCC(=O)N2CCCCC2C)n1CCCOC (stereo unspecified)	6	99	7	99
34	Cc1onc(C(=O)N2CCN(c3ccccc3F)CC2)c1-c1ccccc1Cl	-2	105	-10	105
35	CCOC(=O)C1(Cc2ccc(Cl)cc2)CCN(Cc2nccn2CC)CC1	3	105	-15	109
36	CC(=O)C[C@@H](O)CC(=O)[C@H]1OC(=O)[C@H](C)CCCCc2ccccc21	8	94	.	92
37	Cn1ncc(Cl)c(Oc2ccc(Cl)cc2)c1=O	8	94	3	94
38	CSc1nnc(NC(=O)c2ccc(C)c(S(=O)(=O)N3CCOCC3)c2)s1	4	92	3	106
39	Cc1ccc(S(=O)(=O)NCC(=O)Nc2cccc([N+](=O)[O-])c2)cc1	-3	89	-6	90
40	O=C(Oc1ccc(-c2nnco2)cc1)c1ccc(Br)o1	-8	83	13	92

cpd	LAP4 TOR yeast	EBNA-1 inh	proCasp7 act	AHR activator
31	85	-1	9	-2
32	93	6	-2	0
33	100	6	7	0
34	89	-7	-4	-3
35	96	3	7	1
36	97	.	14	0
37	95	2	-9	8
38	99	-3	8	2
39	82	-16	-5	14
40	88	1	-2	-1

Next records follow.
cpd	SMILES	procasp3 activ	RPL19A-GFP yeast	ZTA DNA inh	MEP2 TOR yeast
41	COCC(=O)NCCc1ccc(S(N)(=O)=O)cc1	2	96	7	98
42	CCOC(=O)c1ccc(NC(=O)CCc2nc(-c3ccccc3)no2)cc1	-5	102	18	111
43	Cc1ccc(C)c(N2CCN(C(c3ccc(N(C)C)cc3)c3nnnn3C(C)(C)C)CC2)c1 (stereo unspecified)	-2	105	-3	102
44	CCc1ccc([C@@H]2CC=C(C(=O)O)[C@H](c3ccc(C(C)(C)C)cc3)N2S(=O)(=O)c2ccc(C)cc2)cc1	1	92	.	87
45	CCOC(=O)c1sc(N(Cc2ccccc2)C(=O)CN2C(=O)CN(C)C2=O)nc1C	2	103	-1	101
46	CCC(C(=O)NC(C)c1ccccc1)C(=O)NC(C)c1ccccc1 (stereo unspecified)	-4	101	-1	90
47	COc1ccc(OC)c(S(=O)(=O)NC2CC2)c1	5	110	-7	100
48	CCn1ccc(=O)c2cc3c(cc21)OCO3	1	107	6	94
49	CN(C)CC(C)(C)CNS(=O)(=O)c1cccc2nsnc12	13	92	12	94
50	CCCCn1c(SCC(=O)c2cc(OC)ccc2OC)nc2cc(S(N)(=O)=O)ccc21	-6	102	-6	101

cpd	LAP4 TOR yeast	EBNA-1 inh	proCasp7 act	AHR activator
41	102	3	10	0
42	117	9	7	0
43	92	-2	2	2
44	86	.	-1	0
45	101	4	6	0
46	91	0	4	1
47	98	-1	-2	0
48	104	4	5	1
49	93	13	3	7
50	100	3	6	28

(list continues)
cpd	SMILES	procasp3 activ	RPL19A-GFP yeast	ZTA DNA inh	MEP2 TOR yeast
51	O=C1/C(=C\c2ccc(O)cc2)SC(=S)N1Cc1ccccc1	-1	104	-3	108
52	Cc1cc(C)cc(-n2ccnc2SCC(=O)Nc2ccc3c(c2)OCCO3)c1	7	93	-1	91
53	CSc1ccccc1NC(=O)CN(Cc1ccccc1)S(C)(=O)=O	3	98	-2	103
54	Cc1cc(Cl)ccc1OCC(=O)Nc1ccccc1C(=O)N1CCOCC1	-60	100	-1	104
55	O=S(=O)(Nc1ccc(S(=O)(=O)Nc2ccccc2)cc1)c1ccccc1	-15	96	-14	94
56	CC(=O)c1ccc(NC(=O)C2CC(=O)N(Cc3ccccc3)C2)cc1 (stereo unspecified)	4	109	2	107
57	O=C(c1ccc(Cl)c(S(=O)(=O)Nc2ccccc2C(=O)N2CCc3ccccc3C2)c1)N1CCc2ccccc2C1	-2	101	10	94
58	COc1ccc(C(=O)OCC(=O)NC23CC4CC(CC(C4)C2)C3)c(OC)c1OC	8	111	14	105
59	Cc1ccc2c(c1)-c1c(cnn1CC(=O)N(CCC#N)c1ccccc1)CO2	15	102	9	101
60	COc1ccc(/C=C/CN2CCN(Cc3ccccc3)C(CCO)C2)cc1 (stereo unspecified)	4	97	9	94

cpd	LAP4 TOR yeast	EBNA-1 inh	proCasp7 act	AHR activator
51	103	-13	-10	0
52	96	4	0	2
53	93	-3	-8	1
54	92	4	5	2
55	93	0	1	3
56	110	-10	6	2
57	89	0	6	7
58	108	.	5	-1
59	105	0	2	3
60	108	2	-1	1

Remaining list, next part.
cpd	SMILES	procasp3 activ	RPL19A-GFP yeast	ZTA DNA inh	MEP2 TOR yeast
61	CCSc1nnc(-c2ccccc2SC)o1	-9	92	9	95
62	COc1ccc(CN(C)C(=O)c2ccc(NS(=O)(=O)c3ccc(F)cc3)cc2)c(OC)c1	-3	102[may fluoresce green]	-14	100[may fluoresce green]
63	CCOC(=O)c1cnc2nc(NCc3ccc(OC)c(OC)c3)[nH]n2c1=O	-9	99	-15	104
64	CCc1c(C)n2nc(C)cc2[nH]c1=O	1	100	-3	86
65	O=C(CSc1ncn[nH]1)Nc1nc(-c2ccccc2)cs1	1	89	-12	90
66	COc1ccc(-c2cnnn2-c2ccc(NC(=O)/C=C/c3ccc(OC)c(OC)c3)cc2)cc1	-4	104	-6	101

cpd	LAP4 TOR yeast	EBNA-1 inh	proCasp7 act	AHR activator
61	99	10	-12	11
62	96[may fluoresce green]	-16	-6	7
63	94	-5	-11	1
64	86	5	1	0
65	86	-11	8	10
66	91	-7	-8	5

Of the compounds above, two have a cyano group.
cpd	SMILES	procasp3 activ	RPL19A-GFP yeast	ZTA DNA inh	MEP2 TOR yeast
14	CC(C)c1ccc(C2CC(=O)N3CN(C)CSC3=C2C#N)cc1 (stereo unspecified)	-8	98	6	100
59	Cc1ccc2c(c1)-c1c(cnn1CC(=O)N(CCC#N)c1ccccc1)CO2	15	102	9	101

cpd	LAP4 TOR yeast	EBNA-1 inh	proCasp7 act	AHR activator
14	97	6	-19	9
59	105	0	2	3

Screens as filed in PubChem.

Random draw from the library, and some 3.8% of all compounds hit somewhere here.
